# Bioassay records: PubChem, several laboratories
# ssDAF-12 act: S. stercoralis DAF-12 nuclear receptor activators, primary screen, cell-based, luminescence, HEK293, GRIP1 co-expression, lit1-tk-luc; HEK293 ssDAF-12/GRIP1 lit1-tk-luc reporter; % of 3 µM dafachronic acid response; 370,000 tested, 1% active; AID 652126, 2013; activation, % at 6.8 µM;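 active = activation above the mean over all tested compounds plus 3 SD, cut at about 0.9% in these data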;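 also: 0% = DMSO-only wells and 100% = 3 µM delta7-dafachronic acid wells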
# PG9 binder: binders of HIV-1 gp120 antibody PG9, primary screen, biochemical, TR-FRET. 360,000 tested, 0.43% active. HIV-1 gp120 / PG9 antibody interaction. inhibition, % at 6.7 µM. TR-FRET gp120-PG9 antibody binding; in the data active = inhibition above about 8.5%
# ADAM17 inh: ADAM17 inhibitors, primary screen, biochemical, QFRET | Disintegrin and metalloproteinase domain-containing protein 17 (Homo sapiens), P78536 | recombinant ADAM17, EDANS/DABCYL FRET peptide cleavage | inhibition, % at 6.95 µM | 370,000 tested, 0.83% active | AID 720648, 2013;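 active = inhibition above the mean of compounds lying between control limits plus 3 SD, set per campaign, cut at about 8.5% in these data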;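 also: 0% = DMSO-only wells as the low control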
# hcDAF-12 act: H. contortus DAF-12 nuclear receptor activators, primary screen, cell-based, luminescence, HEK293, lit1-tk-luc reporter; HEK293 hcDAF-12 lit1-tk-luc reporter; 0% DMSO, 100% Δ7-dafachronic acid; activation, % at 6.8 µM; 370,000 tested, 1.4% active;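 active = activation above the mean of all tested compounds plus 3 SD, cut at about 5.5% in these data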;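 also: 100% = response to 3 µM Δ7-dafachronic acid high control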
# ADAM10 inh: human ADAM10 inhibitors, primary screen, biochemical, QFRET, HTS; inhibition, % at 7 µM; 370,000 tested, 0.62% active; Disintegrin and metalloproteinase domain-containing protein 10 (Homo sapiens), O14672; recombinant ADAM10, EDANS/DABCYL FRET peptide cleavage, 3 h;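 active = inhibition above a per-campaign cutoff equal to the mean of compounds falling between control-based bounds plus 3 SD, cut at about 20% in these data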;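 also: 0% = DMSO wells while the 100% control is not disclosed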
# DAX1 inh-1: DAX1 (NR0B1) inhibitors, primary screen, cell-based, HEK293, Gal4-DAX1, luciferase luminescence; HEK293 Gal4-DAX1 luciferase reporter; AID 504766, 2011; 340,000 tested, 0.99% active; inhibition, % at 6.75 µM;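 active = inhibition above the mean over all tested compounds plus 3 SD, cut at about 4.2% in these data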;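 also: 0% = DAX1-transfected cells with DMSO and 100% = empty-vector control cells with DMSO; inhibition shows as a rise in luminescence from relieved DAX1 repression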
# SMARCA2 act: SMARCA2 (BRM) function activators, primary screen, cell-based, luminescence, high throughput | MG213 cells, MMTV-luciferase reporter, dexamethasone, overnight | activation, % at 9.1 µM | 370,000 tested, 1% active | AID 652017, 2013; in the data active = activation above about 7.8%;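 also: 0% = vehicle wells and 100% = reference activator wells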
# NPR1 activator: GC-A stimulated cGMP production enhancers – HEK293 GC-A cells, cGMP TR-FRET, EC30 ANP, primary screen. Atrial natriuretic peptide receptor 1 (Homo sapiens), P16066. 0% at EC30 ANP, 100% saturating ANP. activation, % at 10 µM. 370,000 tested, 0.14% active; in the data active = activation above about 40%
# Target sequence (P16066 whole entry, looked up): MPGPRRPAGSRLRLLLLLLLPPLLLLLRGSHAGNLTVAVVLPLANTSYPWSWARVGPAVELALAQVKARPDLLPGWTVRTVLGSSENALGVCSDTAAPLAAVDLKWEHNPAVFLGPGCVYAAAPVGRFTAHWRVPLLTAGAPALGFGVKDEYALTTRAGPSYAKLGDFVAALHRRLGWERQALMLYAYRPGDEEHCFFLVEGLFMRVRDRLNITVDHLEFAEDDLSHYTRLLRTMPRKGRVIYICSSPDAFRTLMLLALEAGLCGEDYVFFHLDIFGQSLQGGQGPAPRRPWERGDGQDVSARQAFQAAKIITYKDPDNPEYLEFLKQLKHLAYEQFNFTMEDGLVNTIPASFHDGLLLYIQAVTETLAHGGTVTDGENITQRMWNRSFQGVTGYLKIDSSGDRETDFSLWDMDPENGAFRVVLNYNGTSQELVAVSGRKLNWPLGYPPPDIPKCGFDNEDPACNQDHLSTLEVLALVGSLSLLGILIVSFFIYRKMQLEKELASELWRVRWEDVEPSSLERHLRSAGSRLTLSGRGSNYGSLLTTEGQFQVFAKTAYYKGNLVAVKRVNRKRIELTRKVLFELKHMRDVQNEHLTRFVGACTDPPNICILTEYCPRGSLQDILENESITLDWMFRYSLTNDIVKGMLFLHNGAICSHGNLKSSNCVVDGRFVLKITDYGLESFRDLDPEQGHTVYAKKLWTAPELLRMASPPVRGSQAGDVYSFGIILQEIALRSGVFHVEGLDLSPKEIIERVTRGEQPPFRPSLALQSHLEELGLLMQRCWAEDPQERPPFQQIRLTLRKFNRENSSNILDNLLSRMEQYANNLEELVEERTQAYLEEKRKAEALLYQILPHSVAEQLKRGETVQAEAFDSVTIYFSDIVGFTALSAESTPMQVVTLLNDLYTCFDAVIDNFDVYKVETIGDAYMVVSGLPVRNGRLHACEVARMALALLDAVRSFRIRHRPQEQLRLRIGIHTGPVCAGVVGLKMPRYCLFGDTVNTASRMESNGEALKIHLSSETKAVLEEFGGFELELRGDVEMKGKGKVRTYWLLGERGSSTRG
# FXN GAA850 act: FXN promoter activators, primary screen, cell-based, luciferase luminescence, HEK293 lucGAA850. activation, % at 6 µM. HEK293 lucGAA850 FXN promoter luciferase reporter, 24 h; percent of 10 µM SAHA response. 360,000 tested, 0.56% active. AID 540364, 2011;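 active = activation above the average of all compounds screened plus 3 SD, cutoff fixed separately per campaign, cut at about 7.5% in these data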;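 also: 0% = DMSO wells and 100% = 10 µM SAHA wells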
# hgDAF-12 ag: H. glycines DAF-12 receptor agonists, primary screen, cell-based, luminescence, HEK293, GAL4 fusion, UAS-luciferase. HEK293 GAL4-hgDAF12 UAS-luciferase reporter, agonist luminescence; normalized to butyrate control. AID 687014, 2013. activation, % at 6.8 µM. 370,000 tested, 1.8% active. Nuclear hormone receptor DAF-12 (Heterodera glycines), GAL4 fusion;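 active = activation above a cutoff set at the mean of all screened compounds plus 3 SD, cut at about 10% in these data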;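 also: 0% = DMSO wells and 100% = sodium butyrate wells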
# DAX1 inh-2: DAX1 (NR0B1) inhibitors on StAR promoter, primary screen, cell-based, luminescence, SF-1 (NR5A1), full-length DAX-1 | 370,000 tested, 1.1% active | AID 652010, 2013 | HEK293T StAR-luciferase reporter, SF-1/DAX-1 repression relief | inhibition, % at 6.8 µM;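 active = inhibition above the mean over all tested compounds plus 3 SD, cut at about 3.6% in these data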;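 also: 0% = DAX-1 cells with DMSO and 100% = cells lacking DAX-1 with DMSO; higher inhibition means more luminescence from relief of DAX-1 repression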
# Starred values were filed as active, the others as inactive; / = no result given.
# Values run as follows: ADAM17 inh, ssDAF-12 act, hcDAF-12 act, NPR1 activator, FXN GAA850 act, PG9 binder, DAX1 inh-2, hgDAF-12 ag, SMARCA2 act, DAX1 inh-1, ADAM10 inh
- CN(C(=O)c1cc(COc2ccc(F)cc2Cl)on1)C1CCCc2ccccc21 (configuration not stated)
→ -7, -1.4, -0.8, 5, 4.3, 0.5, -1.3, -0.3, 0, 0.6, 9
- CN(C)CCCN(C(=O)c1ccc(S(=O)(=O)N2CCc3ccccc32)cc1)c1nc2ccc(Cl)cc2s1
→ 0, -1.1, 0.1, -2, 0.2, -0.4, 1.5, 2.9, -1, 0.2, -5
- CSc1nc(N)nc2c1ncn2Cc1ccccc1
→ -4, -1.2, -1.7, -11, 0.5, 1.9, -1.1, -4.6, 4, -0.8, -15
- COc1ccc(NC(=S)Nc2nc(CC(=O)Nc3ccccc3OC)cs2)cc1
→ 9.3*, -2.2, -2.1, -11, -2.1, -2.0, -1.2, -1.3, -5, -1.8, 24*
- COc1cc(CNCc2c[nH]c3ccccc23)cc(OC)c1
→ -4, -1.8, -1.5, -13, -2.4, 0.7, -2.8, 0.4, -4, -1.5, -1
- NC(=O)CSc1nc(C23CC4CC(CC(C4)C2)C3)nc2ccccc12
→ -1, -1.8, -1.4, 1, 2.7, -0.3, 0.7, -1.1, -4, -2.5, 2
- O=C(O)C1=C(Nc2ccccc2)OCC1=O
→ -4, -0.9, 1.0, -1, 0.2, -2.2, -0.1, -3.1, 3, 1.1, 0
- CN(Cc1ccccc1)S(=O)(=O)c1ccc(Cl)c(C(=O)NCCc2ccccn2)c1
→ -1, -1.8, -1.0, -4, -2.2, 1.0, -1.0, -2.1, -1, -0.7, -6
- COC(=O)c1ccc2c(c1)C(C)(C)C(/C=C/c1ccc(O)cc1)=[N+]2C
→ -42, -1.2, -1.1, -5, -7.2, -5.3, -3.1, -6.5, 14*, -3.2, -56
- Cc1ccccc1-n1c(Cn2c(=O)sc3ccccc32)nnc1SC(C)C
→ -1, -0.5, -2.2, -2, -0.7, 0.4, -1.6, -2.5, -1, 0.5, 78*
- COC(=O)CCCSc1nccn1-c1ccccc1
→ -1, -2.0, 1.3, -2, -0.3, -1.4, -0.2, 0.9, 0, -1.3, 0
- C=CCN1C[C@@H](COCc2ccccc2)OCCS1(=O)=O
→ -6, -0.3, 0.3, 1, /, 2.4, 0.9, -0.6, -5, /, -8
- Cc1cc(C)cc(OCC(=O)Nc2cccc(S(=O)(=O)NC3=NCCC3)c2)c1
→ 1, -1.3, -1.6, -4, -0.6, -0.3, -0.3, 1.4, -2, -0.4, -2
- O=C(OCC#CCSc1nnc(-c2cccc3ccccc23)o1)c1ccc(F)nc1
→ -18, -0.8, -2.6, -1, /, /, /, 1.3, /, /, -60
- CC1CCC(NC(=O)CCS(=O)(=O)c2ccc3c(c2)NC(=O)CO3)CC1 (configuration not stated)
→ -2, -0.9, 0.8, -8, 2.4, 0.3, 0.0, 1.3, -3, 1.1, 9
- CCOc1ccc(-c2nc(S(=O)(=O)c3ccccc3)c(N3CCC(C(N)=O)CC3)o2)cc1
→ 2, -0.4, -0.2, 1, -1.4, -0.9, -0.5, 3.4, -2, 0.9, 1
- CCOC(=O)C1(Cc2ccc(OC)cc2)CCN(C(=O)CCN2CCCC2=O)CC1
→ 0, -1.2, 0.2, 5, 3.4, 0.4, 0.8, 2.6, 2, 2.7, -1
- CCOC(=O)C1=C(COC(=O)C2(C)CC2(Cl)Cl)NC(=O)NC1c1ccccc1 (configuration not stated)
→ -4, -1.9, -1.0, 0, -0.4, -1.3, -0.3, 1.2, 2, 0.3, -5
- CC(C)(C)c1ccc(CC(=O)N2CCC2(C)C(=O)NS(=O)(=O)c2ccc(Cl)s2)cc1 (configuration not stated)
→ -1, -0.6, 0.7, 4, 0.1, 0.5, -0.3, -0.4, -1, /, 5
- O=C(c1ccc([N+](=O)[O-])cc1)N1CCN(Cc2ccccc2)CC1
→ 1, -1.0, -1.1, 0, 0.2, -0.1, -0.2, 0.9, 0, -1.0, 2
- CCOC(=O)C1CCN(Cc2ccc(OC)cc2OC)CC1
→ 0, -0.8, -1.3, -4, 0.7, -2.0, -0.6, 0.4, 0, -0.9, 4
- O=C(Nc1ccccc1Oc1cccnc1)C1CCCN(Cc2cccc(Cl)c2)C1 (configuration not stated)
→ 2, -0.5, -0.9, -6, -0.7, -0.8, -2.0, -0.7, 0, -0.8, 1
- O=C(NC1CCCCCC1)c1ccc(OCC2CCCO2)cc1 (configuration not stated)
→ 0, 0.0, 9.8*, 1, 6.2, -0.8, 2.0, 6.5, 6, 2.0, 9
- CCOc1ccccc1C(=O)NCC(=O)OCC(=O)NCCc1ccc(S(N)(=O)=O)cc1
→ -1, -0.8, -0.3, 3, 1.4, -2.2, 0.2, -0.1, 1, 1.3, 3
- CCN1CCc2c(OCC(=O)N3CCCc4ccccc43)cccc2C1=O
→ -3, -0.7, 0.9, -2, 1.6, 1.0, -0.7, -4.7, -2, -0.6, 1
- Cc1ccc(C)c(NS(=O)(=O)c2cc(C(=O)NCCC3=CCCCC3)ccc2C)c1
→ 7, -0.9, -3.7, -4, -3.6, -1.1, -1.2, -2.5, -4, -0.2, 20*
- Cc1oc(C)c2c(=O)ccc3c(c12)OC(N)=C(C#N)C3c1ccccc1 (configuration not stated)
→ -6, -0.8, 2.1, -1, -1.7, -1.4, 0.2, 1.7, -2, -0.1, -19
- CCCCn1c(-c2ccc(Cl)c(Cl)c2)nc2cc3[nH]c(=O)c(C(C)C)nc3cc21
→ -41, -1.4, -0.4, 21, -0.1, 0.6, -0.4, 1.6, 0, 0.1, -178
- COc1cccc(/C=C/C(=O)N(C)CC(=O)Nc2ccc(Cl)c(C(F)(F)F)c2)c1
→ -1, -0.7, -1.9, 0, -0.6, 0.8, -1.0, -2.4, -1, 1.2, -12
- OC[C@@H](O)C1OC2NC(=S)OC2C1O (some centres not stated)
→ -2, 0.3, -0.4, 4, -0.2, 0.8, -1.1, -0.3, -4, 0.3, 0
- Clc1cc(Cl)cc(C2=NC(Cc3ccccc3)CO2)c1 (configuration not stated)
→ -5, -1.4, -1.5, -1, 2.1, -0.8, 0.3, -1.7, -1, 1.3, -8
- CCOc1ccc(CC(=O)N2CCC3(CC2)NCCc2[nH]cnc23)cc1
→ 6, -0.5, -0.2, 4, 0.8, 0.0, 0.2, -1.9, -1, 0.2, -8
- CCN1CCc2c(sc(NC(=O)Nc3ccc(Cl)c(Cl)c3)c2C(N)=O)C1
→ -60, -1.8, 2.7, -2, -0.1, -1.0, -0.4, 0.5, -3, -0.7, -85
- COC(=O)C1CN(Cc2ccc(OC)cc2)CCS(=O)(=O)N1Cc1ccccc1 (configuration not stated)
→ -4, -1.2, 0.1, -5, /, /, -0.3, -0.8, -2, /, -4
- CCOC(=O)c1sc(=NC(=O)c2ccc(C)cc2)n(C)c1C
→ -4, 1.2*, 9.7*, 9, 5.6, 22*, 3.6, 11*, 6, 1.9, 2
- Cc1cc(C)nc(N2CCCC(C(=O)Nc3nnc(C)s3)C2)n1 (configuration not stated)
→ -1, -0.3, -0.5, 0, -2.4, 0.2, -0.1, 1.3, 0, -0.3, -6
- CCOC(=O)c1c(C)[nH]c(C(=O)OCC(=O)Nc2ccc(OCC)cc2)c1C
→ -3, -0.6, -0.2, -1, 1.6, -4.2, 0.5, -0.2, -2, -0.2, -3
- CCOC(=O)c1ccc(S(=O)(=O)NCCN2CCOCC2)cc1
→ -1, -1.0, -1.0, 1, -0.1, -1.2, -1.0, -1.7, -2, 1.7, -1
- O=C(NCc1nc2ccccc2[nH]1)C1=C[C@@H](c2ccccc2)C[C@@H](OCc2ccc(CO)cc2)O1
→ -3, -1.1, 1.3, -5, -0.4, 0.6, -0.7, 0.6, 2, -0.6, 4
- CC(C)c1ccc(/C=C/C(=O)Nc2nncs2)cc1
→ -1, 0.7, 13*, -1, 6.7, -2.4, 5.5*, 19*, 1, -0.3, -2
- O=[N+]([O-])c1ccc(N2CCN(S(=O)(=O)c3ccccc3[N+](=O)[O-])CC2)cc1N1CCc2ccccc2C1
→ -2, -1.3, 1.4, 1, -3.7, -2.5, -0.2, 2.8, -4, 0.7, -4
- Cc1ccc(-n2c(O)c(C=NC3CCS(=O)(=O)C3)c3ccccc3c2=O)cc1C (configuration not stated)
→ -4, -1.3, -2.3, 2, -0.6, -4.3, -0.9, 0.6, 5, -1.6, -6
- Cc1ccc(-c2nnc(SCC(=O)NNC(=O)COc3ccccc3C)n2C)cc1
→ 3, -1.2, -0.7, -4, 1.2, -2.4, 0.0, -2.5, 2, 0.8, 7
- Cc1ccc(NC(=O)c2cccc(C(=O)Nc3ccc(C)cc3C(=O)O)c2)c(C(=O)O)c1
→ -6, -0.3, 0.7, -5, 0.1, -0.2, 0.3, 0.2, -3, 2.5, -8
- Cc1cccc(N2CCN(C(=O)c3ccc(Cl)c(S(=O)(=O)N4CCc5ccccc5C4)c3)CC2)c1C
→ 1, -0.8, -0.4, 0, -0.3, -1.3, 0.0, 1.8, -1, -0.5, 4
- COc1ccc(NC(=O)N2CCC(CO)(CC3CCCCO3)CC2)c(OC)c1 (configuration not stated)
→ -5, -0.9, -0.5, 5, -0.3, -1.7, 0.0, 2.6, 0, -0.9, -4
